# Source: PubChem BioAssay
# human PMI inhibition = inhibitors of human PMI, primary screen, biochemical, fluorescence intensity, coupled assay (AID 1209). 0.42% of 190,000 active. purified PMI enzyme, coupled fluorescence intensity; higher % means a stronger effect. inhibition, % at 20 µM; hits with a dose series show IC50 in µM;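 also: plate controls were DMSO vehicle for no effect and wells lacking substrate for full effect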
# KOR beta-arrestin-1 = KOR agonists, beta-arrestin recruitment, primary screen, cell-based, luminescence, uHTS (AID 1777); 0.02% of 280,000 active; Kappa-type opioid receptor (Homo sapiens); KOR beta-arrestin recruitment, luminescence; higher % means a stronger effect; activation, % at 10 µM, or EC50 in µM where a hit was titrated; in the data active = activation above about 50%, passing the limit was not always enough; also: a part of the inactive calls stands beside numbers as strong as those of hits
# NOD1 inhibition = NOD1 signaling inhibitors, primary screen, cell-based, luminescence, uHTS (AID 1578); inhibition, % at 4 µM; hits with a dose series show EC50 in µM; NOD1-driven NF-kB luciferase reporter cells, luminescence; higher % means a stronger effect; 1% of 290,000 active; in the data active = inhibition mostly above about 36%, no sharp cut-off; inactive = mostly below about 34%;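 also: HEK-293T reporter cells stimulated with the NOD1 agonist gamma-tri-DAP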
# XIAP displacement = XIAP antagonists, biochemical, IAP family, fluorescence polarization (AID 1018); 0.007% of 200,000 active; displacement, % at 20 µM, or IC50 in µM where a hit was titrated; E3 ubiquitin-protein ligase XIAP (Homo sapiens); XIAP BIR domain, fluorescence polarization peptide displacement; higher % means a stronger effect; in the data active = displacement above about 50%; also: a part of the inactive calls stands beside numbers as strong as those of hits
# LYP inhibition = inhibitors of LYP phosphatase, biochemical, fluorescence intensity, uHTS (AID 1779); recombinant LYP phosphatase, fluorescence intensity; higher % means a stronger effect; inhibition, % at 11.5 µM, or IC50 in µM where a hit was titrated; 0.054% of 290,000 active;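 also: plate controls were vehicle with enzyme for no effect and no enzyme for full effect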
# KOR beta-arrestin-2 = KOR antagonists, beta-arrestin recruitment, cell-based, luminescence, uHTS (AID 1778); Kappa-type opioid receptor (Homo sapiens); KOR beta-arrestin recruitment, luminescence, antagonist mode; higher % means a stronger effect; one-dose inhibition, % at 10 µM; IC50 in µM for titrated hits; 0.091% of 290,000 active; also: strong numbers were not always called active
# TNAP activation fold = human TNAP enzyme activators, primary screen, biochemical, luminescent, no phosphate acceptor, uHTS (AID 1001); activation fold at 20 µM; hits with a dose series show EC50 in µM; Alkaline phosphatase, tissue-nonspecific isozyme (Homo sapiens); purified TNAP, luminescent activation assay, no phosphate acceptor; higher activation fold means a stronger effect; 0.03% of 200,000 active; in the data active = activation fold from about 3, or a potency from the dose series; inactive = the rest, 99 in 100 with activation fold below about 1.6; also: many of its hits are not listed in these tables
# PMI inhibition = human PMI inhibitors, high substrate, primary screen, biochemical, fluorescence intensity, high mannose 6-phosphate (AID 1220); Mannose-6-phosphate isomerase (Homo sapiens); recombinant PMI enzyme, coupled fluorescence intensity; higher % means a stronger effect; inhibition, % at 20 µM; hits with a dose series show IC50 in µM; 0.66% of 190,000 active
# HEK293 NOD2/NF-kB = NOD2 signaling inhibitors, cell-based, luminescence, uHTS, HEK293 (AID 1566). HEK293 NOD2/NF-kB luciferase reporter, luminescence; higher % means a stronger effect. inhibition, % at 4 µM; hits with a dose series show EC50 in µM. 0.63% of 290,000 active; also: many of its hits are not listed in these tables
# * marks the source's active call; other numbers are inactive results; . = no result given; [ ] = another dose, or the depositor's remark. Rule as the data show it, unless noted: active = inhibition above about 50%; inactive = the rest.
SMILES,human PMI inhibition,KOR beta-arrestin-1,NOD1 inhibition,XIAP displacement,LYP inhibition,KOR beta-arrestin-2,TNAP activation fold,PMI inhibition,HEK293 NOD2/NF-kB
CSc1cccc(NC(C)C(=O)NCc2ccccc2)c1 (configuration not stated),12.6%,0.4%,11.6%,-10.5%,-6.2%,-46.8%,1,46.0%,-8.1%
S=C(c1ccc(-c2ccccc2)cc1)N1CCOCC1,.,-2.9%,10.1%,.,-2.7%,19.3%,.,.,31.7%
CCOc1ccc2c(c1)c1nnc(SCC3CCCO3)nc1n2C (configuration not stated),-2.4%,3.5%,-19.5%,-11.6%,-5.3%,-15.2%,1.1,2.2%,14.2%
COc1c(Cl)cc(-c2noc(C)c2C(=O)NCCc2ccc(C)cc2)cc1Cl,7.8%,-5.3%,-10.2%,-2.5%,8.4%,-17.8%,1,5.7%,-4.0%
COc1ccc(/C(O)=C2/C(=O)C(=O)N(c3ccccn3)C2c2ccc(OC)cc2)cc1 (configuration not stated),.,-1.1%,10.9%,.,-7.7%,6.4%,.,.,13.6%
C/C(CCc1ccccc1)=N\NC(=O)c1ccc(CN2CCOCC2)cc1,-3.7%,-3.0%,-24.4%,-2.1%,-4.5%,-8.3%,1.1,-2.1%,17.6%
CCOC(=O)C1CCN(S(=O)(=O)c2c(C)n(C)c(=O)n(C)c2=O)CC1,2.1%,-3.6%,10.0%,-5.1%,-4.8%,-11.1%,1.1,6.9%,-0.5%
O=C(N/N=C/c1cccnc1)c1ccco1,.,2.7%,1.5%,.,-4.4%,-2.5%,.,.,6.0%
Cc1ccc(Cn2c(S(=O)(=O)O)nc3ccccc32)cc1,-5.8%,4.5%,-25.7%,-1.6%,-1.0%,-11.3%,1.1,-7.2%,-2.0%
Cc1ccc(OCC(=O)Nc2c3c(nn2C(C)(C)C)CS(=O)(=O)C3)cc1,.,-1.4%,-25.2%,.,-9.2%,25.3%,.,.,2.0%
CN(C)CCN(Cc1ccc(Cl)cc1)c1ccccn1,-20.1%,1.8%,-31.7%,-4.2%,-4.0%,-34.8%,1.1,-18.0%,-1.0%
Cc1ccc(N2CC(C(=O)Nc3ccc(S(=O)(=O)Nc4ncccn4)cc3)CC2=O)cc1C (configuration not stated),.,-0.9%,-15.2%,.,-3.3%,-14.2%,.,.,11.5%
NC(=O)CC[C@@H]1NC(=O)[C@H](CO)NC(=O)c2cc([N+](=O)[O-])cc(I)c2NCCCC[C@@H](C(N)=O)NC(=O)[C@H](Cc2ccc(O)cc2)NC1=O,-15.4%,-1.2%,-30.0%,-8.2%,-5.0%,-13.0%,1,-1.9%,-2.7%
O=C1c2ccccc2C(=O)N1CC(O)CNc1ccc(Br)cc1 (configuration not stated),2.2%,1.8%,-13.5%,-9.2%,-1.8%,16.8%,1.1,-0.3%,11.0%
CCC(C)(C)NC(=O)C1CCCN(S(=O)(=O)c2ccc3c(c2)CC(C)N3C(=O)C2CC2)C1 (configuration not stated),.,-5.8%,3.4%,.,-15.7%,-1.0%,.,.,25.4%
Cc1ccc(S(=O)(=O)N2CCOCC2)cc1C(=O)N1c2ccccc2Sc2ccccc21,16.2%,0.6%,-13.6%,-2.0%,-5.4%,14.4%,1,15.2%,-2.2%
CC(/C=C/c1ccccc1F)=N\NC(=O)c1ccccc1,-2.6%,-4.0%,-36.9%,-3.5%,1.9%,-14.1%,1,-2.9%,-37.6%
O=C(CSc1cccc[n+]1[O-])Nc1ccc2c(c1)OCO2,-5.1%,-5.6%,-20.5%,-6.4%,-1.3%,2.2%,1,0.7%,12.0%
O=C(Nc1ncccn1)c1cccs1,-6.3%,3.1%,-2.1%,-4.0%,-13.0%,4.6%,1.1,-6.1%,-1.2%
CCOC(=O)[C@@H]1[C@H]2COc3ccc(Br)cc3[C@@H]2N2C(=O)N(c3ccc(OC)cc3)C(=O)[C@]12C,.,-2.3%,-3.3%,.,-10.9%,-29.3%[20 µM],.,.,3.3%
CC1(C)CC(CC(=O)Nc2ccccn2)C(=O)O1 (configuration not stated),2.8%,5.8%,-25.0%,-8.3%,-2.1%,-24.1%,1,4.8%,-27.7%
Cc1ccc(S(=O)(=O)NC2CC2)s1,.,6.8%,45.4%*,.,-10.3%,-4.8%,.,.,12.4%
Cc1ccc(-c2noc(-c3ccccc3C(=O)N3CCN(C)CC3)n2)cc1,-2.4%,-3.0%,-13.0%,1.6%,-9.5%,12.6%,1.1,-3.0%,-14.9%
O=c1c2ccccc2ncn1CCCOc1ccccc1[N+](=O)[O-],0.7%,-2.0%,-46.2%,-3.8%,-7.9%,10.2%,1.1,-2.8%,-36.8%
C=CCOc1ccc(/C=N\NC(N)=S)cc1,-5.5%,.,-10.3%,-2.1%,2.6%,3.6%[20 µM],1,-9.8%,-5.0%
Cc1cc(NC(=O)CSc2nc3ccccc3c(=O)n2Cc2ccccc2)no1,10.0%,-3.1%,5.0%,-2.5%,-0.9%,30.8%,1,8.2%,9.6%
Cc1csc(/C(=N/OC(=O)c2ccco2)C(N)=O)n1,.,-4.0%,-2.8%,.,-3.1%,17.1%,.,.,-13.3%
O=C(NCCCN1CCOCC1)c1cc(-c2cccc(Br)c2)nc2ccccc12,.,3.7%,-41.8%,.,0.2%,-29.2%,.,.,3.8%
COc1ccc(-c2ccnc(SCC(=O)c3ccc(Cl)cc3)n2)cc1,8.6%,7.3%,41.1%,-3.6%,-1.3%,19.8%,0.9,5.1%,15.2%
O=C(N/N=C/c1ccc(OC2CSC2)cc1)c1ccccc1,2.3%,2.2%,-152.5%,-20.0%,-1.9%,-32.0%,1,9.7%,-109.8%
O=C(CCC1CCCC1)N[C@@H](Cc1ccc(O)cc1)C(=O)O,-6.2%,6.6%,-28.8%,-5.9%,3.0%,-16.3%,1,-3.7%,-15.4%
Cc1cccc(-c2nc(CNC(=O)c3ccco3)cs2)c1,.,7.4%,-46.6%,.,-6.4%,-19.1%,.,.,-4.4%
COc1ccc(C(=O)N[C@H](C(=O)NCc2cccs2)C(C)C)cc1,-10.0%,-1.7%,5.1%,-8.0%,-9.4%,-6.9%,1.1,-1.8%,-1.4%
CCCCc1cc(=O)oc2cc(OCC(=O)NC(Cc3c[nH]c4ccc(O)cc34)C(=O)O)ccc12 (configuration not stated),.,0.8%,-12.2%,.,-3.6%,-8.0%[20 µM],.,.,6.9%
CC(C)CC(c1nnnn1C1CCCC1)N1CCN(c2ccccc2F)CC1 (configuration not stated),5.6%,4.7%,-28.8%,-9.2%,3.6%,5.7%,1.1,3.9%,-15.8%
Cc1ccnc(SCCn2c(Br)nc3c2c(=O)[nH]c(=O)n3C)n1,-3.2%,-7.6%,0.8%,4.0%,-4.0%,-1.2%,1.1,-3.7%,5.5%
CCN(CC)CCCNC(=O)c1sc2nc(-c3ccc(F)cc3)cn2c1C,0.5%,9.5%,-50.6%,-2.3%,-1.1%,-39.7%,1.2,-0.1%,6.8%
CCOC(=O)CNC(=O)CSc1nnc(CCc2nc3ccccc3[nH]2)n1C,.,4.4%,-28.9%,.,-8.0%,-47.1%[20 µM],.,.,3.8%
CCOC(=O)N1CCN(c2c(NCC3CCN(Cc4cccc(C)c4)CC3)c(=O)c2=O)CC1,9.2%,-4.9%,-16.3%,-3.0%,-1.2%,27.5%,1.1,8.2%,10.2%
CCCCN1CC(=O)N2[C@H](c3ccc(Cl)cc3)[C@@H]3C(=O)N(CC)C(=O)[C@@H]3[C@]2(C)C1=O,.,0.9%,-21.3%,.,-11.1%,-32.3%[20 µM],.,.,6.4%

# An excerpt from above, reduced to KOR beta-arrestin-1:
canonical_smiles | KOR beta-arrestin-1
Cc1cc(NC(=O)CSc2nc3ccccc3c(=O)n2Cc2ccccc2)no1 | -3.1%
CC(C)CC(c1nnnn1C1CCCC1)N1CCN(c2ccccc2F)CC1 (configuration not stated) | 4.7%
CC1(C)CC(CC(=O)Nc2ccccn2)C(=O)O1 (configuration not stated) | 5.8%

# The results go on.
SMILES,human PMI inhibition,KOR beta-arrestin-1,NOD1 inhibition,XIAP displacement,LYP inhibition,KOR beta-arrestin-2,TNAP activation fold,PMI inhibition,HEK293 NOD2/NF-kB
CC(C)OCCCN(C)C1CCN(S(=O)(=O)c2csc(C(N)=O)c2)CC1,.,-3.7%,-13.1%,.,-12.9%,-17.4%,.,.,2.2%
Cc1cc(N2CCOCC2)ncc1[N+](=O)[O-],1.1%,2.0%,13.0%,-4.0%,-7.9%,21.9%,1.1,6.4%,8.2%
CCc1ccc2[nH]c(=O)c(C3C(C#N)=C(N)Oc4c3ccc3cccnc43)cc2c1 (configuration not stated),15.9%,1.1%,-94.7%,-17.1%,0.6%,-20.9%,1,39.0%,-1.4%
CCCNc1c(NS(=O)(=O)c2ccc(Cl)s2)c(=O)oc2ccccc12,.,-3.1%,-5.0%,.,-4.4%,-38.5%,.,.,28.9%
CCOC(=O)C(NC(=O)CC)(Nc1sc2c(c1C(=O)OC)CCN(C)C2)C(F)(F)F (configuration not stated),-22.0%,12.0%,33.5%,-3.7%,-3.6%,9.5%,1,-11.8%,4.0%
COc1ccc(/C=N/NC(=O)c2ccccc2O)cc1Cn1cc(Cl)cn1,-3.7%,1.9%,-8.3%,-1.5%,11.8%,-16.2%,1,-6.0%,-14.2%
CCOc1ccc(C(O)Cn2c(=N)n(CCN3CCCCC3)c3ccccc32)cc1 (configuration not stated),12.7%,.,-53.2%,-4.0%,-7.9%,.,1.1,7.8%,-23.5%
CCS(=O)(=O)c1ccc(C(=O)Nc2cccc(Cl)c2)c(Cl)c1Cl,-2.6%,4.1%,-53.3%,-4.0%,-6.5%,-11.7%,1,-2.5%,-1.1%
COCCN(CC(=O)NC1CCCCC1)C(=O)CSc1nc2ccccc2o1,-0.9%,-1.4%,-25.1%,-7.9%,-2.0%,5.8%,1,-6.0%,15.0%
Cc1cc(NC(=O)CSCc2ccccc2)no1,-2.0%,-1.4%,-16.7%,-8.2%,-2.8%,-1.4%,1,-5.5%,7.7%
Fc1ccc(Nc2nc(-c3cccnc3)cs2)cc1,.,.,-11.1%,-5.7%,-5.6%,-3.1%[20 µM],1,.,-91.4%
CCOC(=O)c1[nH]c2ccccc2c1NC(=O)CC,-9.9%,-3.4%,-5.5%,-6.9%,3.5%,-17.5%,0.9,-9.6%,4.1%
Cc1ccccc1C(=O)Oc1ccccc1C(=O)N1CCOCC1,0.3%,-0.6%,-29.1%,-4.9%,-1.1%,-35.5%,1,2.5%,2.7%

# Profiles from above. Values in the order: human PMI inhibition	KOR beta-arrestin-1	NOD1 inhibition	XIAP displacement	LYP inhibition	KOR beta-arrestin-2	TNAP activation fold	PMI inhibition	HEK293 NOD2/NF-kB
# `Cc1ccccc1C(=O)Oc1ccccc1C(=O)N1CCOCC1` in the list: 0.3%	-0.6%	-29.1%	-4.9%	-1.1%	-35.5%	1	2.5%	2.7%
# `CC(C)OCCCN(C)C1CCN(S(=O)(=O)c2csc(C(N)=O)c2)CC1` in the list: .	-3.7%	-13.1%	.	-12.9%	-17.4%	.	.	2.2%
# `CCCNc1c(NS(=O)(=O)c2ccc(Cl)s2)c(=O)oc2ccccc12` in the list: .	-3.1%	-5.0%	.	-4.4%	-38.5%	.	.	28.9%
# `Cc1cc(NC(=O)CSCc2ccccc2)no1` in the list: -2.0%	-1.4%	-16.7%	-8.2%	-2.8%	-1.4%	1	-5.5%	7.7%

# An excerpt; rates above refer to the full screens.
